TEAD-YAP inh: TEAD-YAP interaction inhibition, primary screen, TEAD-YAP interaction inhibitor project, luminescence, HEK-TIYL cells; TEAD-Gal4/YAP UAS-luciferase luminescence; inhibition, % at 9.12 µM; 640,000 compounds, 1.4% hits; AID 1259422, 2018; in the data active means inhibition above about 32%;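 further: 0% = median of test compound wells and 100% = reference inhibitor wells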
MITF inh: MITF inhibitors, primary screen, biochemical, AlphaScreen, human; Microphthalmia-associated transcription factor (Homo sapiens), O75030; AlphaScreen MITF homodimerization, bead proximity signal; inhibition, % at 2.6 µM; 650,000 compounds, 0.91% hits; AID 1259374, 2018; in the data active means inhibition above about 50%;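 further: 0% = vehicle wells with protein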
Target sequence (O75030 whole entry, looked up): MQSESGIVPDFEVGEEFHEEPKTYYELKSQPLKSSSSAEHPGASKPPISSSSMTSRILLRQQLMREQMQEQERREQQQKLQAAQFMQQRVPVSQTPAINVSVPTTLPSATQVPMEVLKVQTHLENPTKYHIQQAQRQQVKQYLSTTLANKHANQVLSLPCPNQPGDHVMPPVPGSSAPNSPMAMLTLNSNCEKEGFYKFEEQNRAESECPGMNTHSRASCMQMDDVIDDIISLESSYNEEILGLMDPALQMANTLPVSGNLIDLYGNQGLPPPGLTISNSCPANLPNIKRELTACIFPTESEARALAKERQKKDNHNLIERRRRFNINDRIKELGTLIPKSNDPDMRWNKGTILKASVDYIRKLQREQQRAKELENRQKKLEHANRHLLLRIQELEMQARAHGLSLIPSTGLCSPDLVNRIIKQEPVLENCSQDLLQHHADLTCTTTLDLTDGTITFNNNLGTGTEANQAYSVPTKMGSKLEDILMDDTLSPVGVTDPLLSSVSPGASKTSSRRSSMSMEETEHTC
GPR151 activ: activators of human GPR151, primary screen, cell-based, PathHunter beta-arrestin, luminescence; G-protein coupled receptor 151 (Homo sapiens), Q8TDV0; PathHunter beta-arrestin GPR151 cells; activation, % at 11.2 µM; 650,000 compounds, 1% hits; in the data active means activation above about 4.9%;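 further: 0% = median of compound wells and 100% = cells with positive control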
Target sequence (Q8TDV0 whole entry, looked up): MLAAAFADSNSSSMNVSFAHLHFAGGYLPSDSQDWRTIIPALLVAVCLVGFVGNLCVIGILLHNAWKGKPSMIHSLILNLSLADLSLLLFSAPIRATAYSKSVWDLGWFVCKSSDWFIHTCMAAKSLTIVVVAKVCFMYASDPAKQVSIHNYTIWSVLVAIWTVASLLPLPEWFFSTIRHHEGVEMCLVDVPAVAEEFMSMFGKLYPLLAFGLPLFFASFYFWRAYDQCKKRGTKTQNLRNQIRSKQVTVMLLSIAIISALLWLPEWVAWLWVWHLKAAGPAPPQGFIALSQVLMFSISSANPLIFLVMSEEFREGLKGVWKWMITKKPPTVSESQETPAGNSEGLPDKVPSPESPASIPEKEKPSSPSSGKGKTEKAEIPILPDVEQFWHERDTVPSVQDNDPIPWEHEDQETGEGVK
FBW7 activator: FBW7 E3 ligase activators, primary screen, biochemical, AlphaScreen, human; F-box/WD repeat-containing protein 7 (Homo sapiens), Q969H0; normalized activity (activation), % at 26.1 µM; 650,000 compounds, 0.13% hits; AlphaScreen FBW7–phospho-cyclin E peptide binding, activator screen; AID 1259310, 2017; in the data active means normalized activity above about 1.9%;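 further: purified mutant Fbw7 with reduced substrate affinity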
Numbers without * were called inactive.

Start of the data: the first 6 entries, to show the layout:
SMILES	TEAD-YAP inh	MITF inh	GPR151 activ	FBW7 activator
Cc1ccc(-c2nc3ccccc3s2)cc1NC(=O)c1cccnc1	-64	-10	1.0	0.0
O=C(NC1CC(=O)N(c2cccc(F)c2)C1)C1CCCCC1 (stereo not drawn)	-9	-14	-0.7	0.2
O=C1O[C@@H]2C[C@H]3C[C@@H]2[C@@H]1[C@H]3C(=O)N1CCC(C(O)(c2ccccc2)c2ccccc2)CC1	-3	18	-1.7	0.7
CC[n+]1ccc(C(=O)N/N=C/c2ccc3c(c2)OCO3)cc1	7	5	0.7	-0.1
CC(C)CC(=O)N1CCC2(CCC(CNC(=O)c3ccc4cc[nH]c4c3)O2)CC1 (stereo not drawn)	4	-15	1.6	0.0
COc1cc(CC(=O)N2CCC3(CC2)OCc2cccc(OC)c2O3)cc(OC)c1	4	3	-0.6	0.3

The listing, from the first entry:
SMILES	TEAD-YAP inh	MITF inh	GPR151 activ	FBW7 activator
Cc1ccc(-c2nc3ccccc3s2)cc1NC(=O)c1cccnc1	-64	-10	1.0	0.0
O=C(NC1CC(=O)N(c2cccc(F)c2)C1)C1CCCCC1 (stereo not drawn)	-9	-14	-0.7	0.2
O=C1O[C@@H]2C[C@H]3C[C@@H]2[C@@H]1[C@H]3C(=O)N1CCC(C(O)(c2ccccc2)c2ccccc2)CC1	-3	18	-1.7	0.7
CC[n+]1ccc(C(=O)N/N=C/c2ccc3c(c2)OCO3)cc1	7	5	0.7	-0.1
CC(C)CC(=O)N1CCC2(CCC(CNC(=O)c3ccc4cc[nH]c4c3)O2)CC1 (stereo not drawn)	4	-15	1.6	0.0
COc1cc(CC(=O)N2CCC3(CC2)OCc2cccc(OC)c2O3)cc(OC)c1	4	3	-0.6	0.3
Cc1ccc(C(=O)Nc2nnc(CCS(=O)(=O)c3ccc(Br)cc3)s2)cc1[N+](=O)[O-]	1	2	4.9	0.2
COc1nc(NS(=O)(=O)c2ccc(C)cc2)nc(C)c1Cl	-1	-11	4.8	0.1
COc1ccc(OC)c(S(=O)(=O)c2cc3cccc(OC)c3oc2=O)c1	2	-11	-1.2	-0.1
O=C(Nc1ccc(-c2nnc3n2CCCCC3)cc1)C1CCCC1	1	5	1.4	0.2
N#CC1=C(N)Oc2c(oc(CO)cc2=O)C1c1cccc2ccccc12 (stereo not drawn)	2	15	0.6	0.1
O=C(Nc1ccccc1C(=O)Nc1ccccc1I)c1ccccc1	8	-3	0.1	0.1
Cc1ccc(NC(=O)c2cccc(N3C(=O)c4ccc(Br)cc4C3=O)c2)cc1	-10	-13	-0.4	-0.1
CCC(=O)n1cc(/C=c2/sc3nc4cc(C)c(C)cc4n3c2=O)c(-c2ccc(F)cc2)n1	8	9	1.2	-0.1
CCOC(=O)N1CCN(C(=O)c2ccccc2N(Cc2ccccc2)S(=O)(=O)c2ccccc2)CC1	-3	9	1.0	-0.1
CCOCCCN(Cc1ccco1)C(=O)Cn1ncc2c1-c1cc(C)ccc1OC2	-6	-5	0.2	-0.1
Cc1ccc(C)c(OCC(=O)Nc2ccc(S(=O)(=O)N3CCOCC3)cc2)c1	10	5	1.3	-0.2
CCOC(=O)c1cnc2ccc(C(=O)OC)cc2c1Nc1ccccc1	-9	-1	3.8	0.0
Cc1cc(C)c(C#N)c(SCC(=O)Nc2ccccc2)n1	-35	7	-1.4	0.0
COc1cccc(NC(=O)CN2C(=O)C(c3ccc(C)cc3)=NC23CCCCC3)c1	19	1	0.9	0.2
COC(=O)c1ccc(COc2ccc(-c3nnn(CC(N)=O)n3)cc2)cc1	6	-9	0.4	-0.2
Cc1cc(OCC(=O)Nc2ccccc2F)ccc1Cl	-42	2	-0.5	0.2
O=C(NCCO)c1ccc(CSc2nc3ccccc3[nH]2)cc1	-18	14	0.4	-0.1
Cc1ccsc1C(=O)NCc1nc(-c2ccncc2)n[nH]1	-4	5	1.3	-0.1
Cc1ccc(S(=O)(=O)Nc2cc(Cl)c3oc4c(c3c2)C(=O)CCC4)c(C)c1	-10	6	0.2	0.0

Entries of single compounds as entered above. Order of values: TEAD-YAP inh | MITF inh | GPR151 activ | FBW7 activator
Listed for O=C(Nc1ccc(-c2nnc3n2CCCCC3)cc1)C1CCCC1 = 1 | 5 | 1.4 | 0.2
Listed for Cc1ccc(C)c(OCC(=O)Nc2ccc(S(=O)(=O)N3CCOCC3)cc2)c1 = 10 | 5 | 1.3 | -0.2
Listed for N#CC1=C(N)Oc2c(oc(CO)cc2=O)C1c1cccc2ccccc12 (stereo not drawn) = 2 | 15 | 0.6 | 0.1

Remaining list, next part.
SMILES	TEAD-YAP inh	MITF inh	GPR151 activ	FBW7 activator
CCOc1ccc(C=Nc2ccc(C(C)=O)cc2)c(O)c1	-32	5	5.6*	-0.1
NS(=O)(=O)c1cccc(C(=O)Nc2ccccc2C(=O)O)c1	-1	15	0.2	0.7
O=C(CSc1ncn(-c2ccccc2)n1)Nc1nccs1	2	8	-1.6	-0.1
Cc1ccccc1NS(=O)(=O)c1ccc(NS(=O)(=O)c2ccccc2)cc1	4	13	-0.9	-0.1
COc1ccc(C(=O)Nc2c3c(nn2-c2ccc(C)cc2C)CS(=O)(=O)C3)cc1OC	-6	3	0.5	0.0
COc1cc2ccccc2cc1C(=O)Nc1ccc(-c2cc3ccccc3oc2=O)c(C)c1	4	-1	0.2	-0.1
OCCCc1nc2ccccc2n1C1CCCCC1	-3	19	1.3	-0.1
COc1ccc(-c2nc3ccc(C(=O)NC4CC4)cc3s2)cn1	-22	-4	-0.6	0.2
O=C(NC(NCCOC12CC3CC(CC(C3)C1)C2)(C(F)(F)F)C(F)(F)F)c1ccc(Cl)cc1Cl	-6	3	-1.3	0.1
CCc1cccc(CC)c1NC(=O)C(CC)Sc1nc2ccsc2c(=O)n1CCCC(=O)NCCc1ccc(S(N)(=O)=O)cc1 (stereo not drawn)	-10	-1	4.9	0.0
Cc1cccc(-n2c(O)c(C=Nc3ccc(Cl)cc3)c(=O)[nH]c2=O)c1	-3	0	-0.1	-0.1
O=C(O)c1cc(NC(=O)c2ccccc2C(=O)O)cc(C(=O)O)c1	7	4	2.4	0.1
CCOC(=O)C1(CCCc2ccccc2)CCN(C(=O)c2cnn(CC)c2)CC1	3	11	-2.5	0.0
CC1=C(C(N)=O)C(c2ccc(F)cc2)n2nc(-c3ccccc3Cl)nc2N1 (stereo not drawn)	1	17	-1.3	0.2
COc1ccc(-c2c(C)oc3c(C)c(O)ccc3c2=O)cc1	-3	6	-0.2	-0.1
COc1ccc(CCNc2ccnc(Nc3ccncn3)n2)cc1	4	14	-0.7	-0.1
Cc1ccc(S(=O)(=O)N(CC(N)=O)Cc2ccccc2)cc1	-11	-5	2.9	0.0
O=C(NCCS(=O)(=O)N1CCN(c2ccccn2)CC1)c1c(F)cccc1F	-4	-8	4.7	-0.1
NC(=O)C1(N2CCCCC2)CCN(C(=O)CCNC(=O)Cn2cnc3sc4c(c3c2=O)CCCC4)CC1	2	3	-0.5	0.1
COC(=O)c1sc(N2C(=O)C(O)=C(C(=O)c3cccs3)C2c2ccc(OC)c(OC)c2)nc1C (stereo not drawn)	-27	8	-0.2	-0.1
N#C/C(=C\c1ccc(-c2cc([N+](=O)[O-])ccc2Cl)o1)C(N)=O	-2	10	-0.9	0.1
Cc1ccc(-c2cnc3c(Nc4ccc5[nH]ccc5c4)nccn23)cc1	3	14	0.6	0.8
O=C(Cn1c(=O)oc2ccccc21)N1CCOCC1	5	-1	-1.4	0.1
CCOc1ccccc1N(CC(=O)Nc1ccc(F)c(F)c1)S(C)(=O)=O	-3	-10	-0.8	-0.1
CC(Oc1cccc(Cl)c1)C(=O)N1CCc2nncn2CC1 (stereo not drawn)	1	19	-1.0	0.4
(more compounds)
SMILES	TEAD-YAP inh	MITF inh	GPR151 activ	FBW7 activator
Cc1ccc(NS(=O)(=O)c2cc3c4c(cccc4c2)C(=O)NC3=O)cc1C	12	23	-0.8	0.2
O=C(O)c1ccc(CS(=O)c2ccc(Cl)cc2)o1 (stereo not drawn)	-2	14	0.8	1.0
COc1ccccc1CN1CCNC(=O)C1CC(=O)NCCc1cccc(C)n1 (stereo not drawn)	0	2	-0.7	0.0
O=C(O)c1cccc(NC(=O)c2ccc(Cl)c([N+](=O)[O-])c2)c1	-1	-2	1.2	-0.3
CN1CCN(NC(=O)CN(C)S(=O)(=O)c2cc(Cl)ccc2Cl)CC1	-6	1	1.5	-0.1
COc1ccccc1NC(=O)CSc1nc2ccccc2c(=O)n1CCc1ccc(OC)c(OC)c1	-5	5	1.8	-0.1
COCC(=O)Nc1nc2c(s1)C(=O)CC(C(=O)NCc1cccc(C)c1)C2 (stereo not drawn)	-4	-14	1.7	-0.1
N#Cc1c(-c2ccccc2)cc(-c2ccccc2)nc1SCC(=O)c1ccccc1	3	-9	-1.2	-0.1
CC(=O)NC1C(=O)N(C)N=C1c1ccccc1 (stereo not drawn)	-16	-5	2.3	-0.1
CC(=O)N1CCc2cc(S(=O)(=O)Nc3ccc(Br)cc3C)ccc21	21	10	1.2	0.3
O=C1OC(c2ccc(Cl)cc2)C2(CCCCC2)C(=O)C12CCCCC2 (stereo not drawn)	0	6	-0.2	0.0
COc1cccc(N(CC(=O)Nc2ccc(Br)c(C)c2)S(C)(=O)=O)c1	-8	6	0.3	0.1
COc1ccc(CC(=O)Nc2cc(Nc3ccccc3C(N)=O)ccn2)cc1	19	31	0.9	0.6
COc1ccc(C(c2ccccn2)N(C)C(=O)C2CCN(C(=O)C(C)(C)C)CC2)cc1 (stereo not drawn)	3	-16	-0.9	-0.4
CC1=C(C(N)=O)C(c2ccc(O)cc2)n2nc(-c3cccc(C)c3)nc2N1 (stereo not drawn)	3	11	0.0	0.1
COc1ccc(NC(=O)CN2CCC(c3nc4ccccc4[nH]3)CC2)cc1OC	4	12	0.1	0.3
O=C1N/C(=C\c2ccc(-c3ccccc3)o2)C(=O)N1Cc1ccc(Cl)cc1	7	-8	0.7	0.0
Cn1c(-c2ccc(N)cc2)nc2ccccc21	-46	-10	-4.8	-0.1
CN1CCN(Cc2cnc(-c3ccccc3)s2)CC1CCO (stereo not drawn)	-18	14	-0.6	0.4
CCC1CCc2c(sc(NC(=O)CCCC(=O)O)c2C(N)=O)C1 (stereo not drawn)	2	-2	2.5	0.1
O=C(c1cc(S(=O)(=O)N2CCC3(CC2)OCCO3)ccc1F)N1CCCC1	1	4	0.3	-0.1
O=C1C2ON(c3ccc(Cl)cc3)C(c3ccc(C(F)(F)F)cc3)C2C(=O)N1Cc1ccccc1 (stereo not drawn)	0	7	0.2	0.1
CCN(CC)CCN1C(=O)c2cccc3c(Cl)ccc(c23)C1=O	70*	3	0.5	-0.1
CC(C)NC(=O)c1ccc(S(=O)(=O)N(C)C)cc1	6	-7	0.9	-0.2
Cc1ccn2c(C(=O)NCc3ccc(C)o3)c(C)nc2c1	-2	8	-0.5	0.0
More results:
SMILES	TEAD-YAP inh	MITF inh	GPR151 activ	FBW7 activator
CCC(C)(C)NC(=O)CN(C(=O)c1snc(C(N)=O)c1N)c1ccc2c(c1)OCCO2	0	-18	0.5	0.1
O=C(COC(=O)c1ccc(C#CC2(O)CCCCC2)cc1)c1ccc(Br)cc1	-10	-6	-0.2	0.0
COC(=O)CC(NC(=O)c1ccccc1)c1ccccc1 (stereo not drawn)	7	2	0.6	0.2
O=C(NCc1ccccc1)c1cnn2c(C(F)(F)F)cc(-c3cccs3)nc12	-2	-21	0.3	-0.1
O=C(Nc1ccc2nc(NC(=O)c3ccco3)sc2c1)c1ccco1	-25	-11	-0.3	-0.1
N#Cc1ccccc1N=Cc1ccccc1[N+](=O)[O-]	1	1	1.2	0.1
CC(=O)c1ccc(S(=O)(=O)N2CCCC(N(C)CCc3ccccc3)C2)cc1 (stereo not drawn)	-21	2	1.5	-0.1
O=C(Nc1ccncc1)c1ncoc1-c1ccccc1Cl	4	-11	-0.2	-0.3
CCOC(=O)Cc1c(C)c2c(C)[nH]nc2oc1=O	-18	13	-1.5	-0.1
COc1ccc(NC(=O)c2ccc3c(=O)n(-c4ccc(OC)c(OC)c4)c(=S)[nH]c3c2)c(OC)c1	0	1	-0.2	-0.1
COc1ccc(S(=O)(=O)NCC2CCC(C(=O)NCCN3CCOCC3)CC2)cc1 (stereo not drawn)	5	-6	1.3	-0.1
O=C(O)CCCC(=O)Nc1cc(Cl)ccc1O	-3	5	0.8	0.7
CC(C)n1cnc2c(NC3CCN(Cc4ccccc4)CC3)nc(Nc3ccc4ncccc4c3)nc21	1	4	0.6	0.0
COc1ccc(-c2noc(C3CCCN(S(=O)(=O)c4ccc(F)cc4)C3)n2)cc1OC (stereo not drawn)	-3	1	-1.0	0.0
CC1(C)NC(=O)N(CC(=O)OCc2ccc(C#N)cc2)C1=O	4	0	0.0	0.0
CC1(C)Cc2c(C#N)c(N)n(-c3ccccc3)c(=O)c2CO1	-9	2	-0.7	0.1
CCc1ccc[n+](C2=Nc3ccccc3NC2=C(C#N)C#N)c1	-3	24	0.0	0.5
Cc1csc(SCc2cc(=O)c(OC(=O)c3ccc(OC(C)C)cc3)co2)n1	-2	16	0.5	0.0
CCc1ccc(OCc2nc(-c3cccc([N+](=O)[O-])c3)no2)cc1	3	-9	0.7	0.0
Cc1ccc(-c2cn(-c3ccccc3)c(=S)[nH]2)cc1	-37	7	-1.5	-0.3
COc1cc(C2C(=O)N(C3CCCCC3)CC(=O)N2Cc2cccs2)ccc1O (stereo not drawn)	-11	16	-0.7	0.6
COc1ccc(CN(C)c2nnnn2-c2ccccc2)c(OC)c1	1	-5	1.6	0.0
